DT40 TDP1 CPT: DT40-hTDP1 cell growth loss with CPT. chicken DT40 Tdp1-/-;hTDP1 cells + 20 nM CPT, ATP luminescence, 48 h. Potency, µM (doses to about 46.2 µM), for inactives: at the top dose activity change, negative = growth inhibition, actives largely listed as inhibitors. hit rate 12% among 420,000. AID 686979; active means well fitted inhibition curve with a large enough effect; inconclusive means small, poorly fitted or top-dose-only effect; further: nearly all actives have a fitted effect of over 55% in size
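Chicken DT40 Tdp1-/- cells complemented with human TDP1, 400 cells/well, exposed to compounds plus 20 nM camptothecin for at least 48 h at 37 C; viability read as ATP content by CellTiter-Glo luminescence.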
* hit, by the source's call; ? = inconclusive; [ ] = dose if it differs, or a comment. On the % scale 0 is the no-effect control and ±100 the full control effect; potency means the concentration at half of the fitted maximal effect.

SMILES	DT40 TDP1 CPT
COc1cccc(-c2cnc3c(NC(C)=O)cc(-c4cccc(C(=O)NCCO)c4)cn23)c1	16µM*
Cc1cc(Cl)ccc1C(O)c1ncc(-c2ccc(Cl)cc2)[nH]1 (stereo not given)	13µM*
CC1(C(=O)NS(=O)(=O)c2cccc(F)c2)CCN1C(=O)CC1CCCC1 (stereo not given)	-4%
COc1ccccc1-c1noc2c1C(=O)N(Cc1cn(-c3ccc(Cl)cc3)nn1)CC2	?
O=C(Nc1ccc2c(c1)OCCO2)C1c2ccccc2OCC(=O)N1CCc1c[nH]c2ccccc12 (stereo not given)	-11%
COCCNC(=O)c1cc2c(c(-c3cccc(C#Cc4ccc(OC)c(OC)c4)c3)n1)[C@H](CCO)N(S(=O)C(C)(C)C)C2 (stereo not given in full)	?
CC(=O)N1CC2(CC(c3ccccc3C(F)(F)F)=NO2)CN1c1ccc(Cl)cc1 (stereo not given)	?
CN1CCCC(CN(C)C(=O)c2cnn(-c3nccc(-c4ccccc4C(F)(F)F)n3)c2C2CC2)C1 (stereo not given)	16%[9.04 µM]
CCCCN1C(=O)C(CC(=O)NCCCN(C)C)CC(C(=O)N(C(C)C)C(C)C)=C1C (stereo not given)	-5%
COc1ccc(-c2coc3c(C(=O)Nc4cccc(NS(C)(=O)=O)c4)cccc23)c(C)c1	?
O=C(Nc1ccc(F)c(Cl)c1)[C@@H]1O[C@H](CO)[C@H](O)[C@H](O)[C@H]1O	-9%
CC(=O)c1ccc2c(c1)N(Cc1ccccc1)C(=O)C(C)S2 (stereo not given)	-26%
Cc1cn([C@H]2C[C@H](O)[C@@H](CNC(=O)c3ccccn3)O2)c(=O)[nH]c1=O	-7%
CC(=O)c1ccc(-c2cnc3c(NC=O)cc(-c4cnn(C)c4)cn23)cc1	18µM*
CSCCC(C(=O)NC(C)(C)C)n1c(-c2ccccc2)nc2ccccc21 (stereo not given)	?
COc1ccc(C(=O)Nc2nc(C)cs2)cc1S(=O)(=O)N1CCOCC1	3%
COc1ccc(C(=O)CCC(=O)O)c2ccccc12	1%
COc1ccc(NC(=O)c2ccc(-c3ccc(F)cc3)o2)cc1OC	21µM*
COC(=O)c1cc(CNC(=O)c2ccncc2)cc(NC(=O)c2ccccc2Cl)c1	-4%[9.04 µM]
Cc1cccc(C(=O)C(O)(c2ccccc2)C2CCCCC2=O)c1 (stereo not given)	?
O=C(CNc1ccc(C(F)(F)F)cc1)Nc1cccc(S(=O)(=O)N2CCCCC2)c1	?
Cc1ccc([C@H]2C[C@@H](O)[C@H](n3cc(-c4ccc(F)cc4)nn3)CN2Cc2cccs2)cc1	?
Cc1nc(CC(=O)N2CCC(n3c(C4CCC4)nc4cccnc43)CC2)cs1	16%[9.04 µM]
COC(=O)C[C@@H]1CC[C@@H](NC(=O)c2ccccc2F)[C@@H](CO)O1	2%
O=C(COC(=O)c1cc(F)c(F)cc1Cl)NC1CCCCCC1	-5%
O=C(CC[C@H]1O[C@@H](n2ccc(=O)[nH]c2=O)[C@H](O)[C@@H]1O)N1CCN(c2ccccn2)CC1	0%
CC(C)(C)NC(=O)C(C1CC1)n1c(=O)c(-c2ccco2)nc2ccccc21 (stereo not given)	?
O=C(Nc1ccccc1N1CCOCC1)[C@@H]1O[C@H](CO)[C@H](O)[C@H](O)[C@H]1O	-5%
COCCNc1ncnc2c1ncn2[C@H]1CN(Cc2ccncc2)C[C@@H](CO)O1	-12%
COc1ccc(C(N)c2csc(Nc3ccc(C(=O)NCCCO)cn3)n2)cc1 (stereo not given)	?
COC(=O)C[C@H]1CC[C@@H](NC(=O)Nc2ccc(C(F)(F)F)cc2)[C@@H](CO)O1	22%
CC(=O)Oc1ccc(Cn2c(C)c(C(=O)NCc3ccc4c(c3)OCCO4)sc2=O)cc1	?
C[C@H](O)[C@@H]1C(=O)N2CCc3c([nH]c4ccccc34)[C@@H]2C[C@@H]1N(C)C(=O)Nc1cccc2ccccc12	?
COc1cccc(C(C)(O)c2nc(-c3cncnc3)cs2)c1 (stereo not given)	?
O=C(O)c1cccc(N2C(=O)C=CC2=O)c1	?
O=C(Nc1ccc2c(c1)OCCO2)C(C1CC1)N1CCN(c2ccc(F)cc2)CC1 (stereo not given)	?
Cc1cnc(C)c(-c2ccc(F)c3c2OC(CNC(=O)Cc2c(F)cccc2F)C3)n1 (stereo not given)	9%
O=C(COC(=O)c1cc([N+](=O)[O-])ccc1N1CCOCC1)NCc1ccccc1	-6%
C#CCNC(=O)C[C@@H]1C[C@@]2(C(=O)OCC)CCCC=C2N(CCCCCCCC)C1=O	16µM*
COCCNC(=O)C1(C)CCCN(C(=O)c2ccccc2C(F)(F)F)C1 (stereo not given)	-19%
O=S1(=O)CCN(CCc2ccccc2)CC1	2%
CC1(Cc2ccc(S(C)(=O)=O)cc2)C(=O)Nc2ccc(Cl)cc21 (stereo not given)	6%
CCc1ccc(OC2(C)CCN(Cc3ccc(SC)cc3)C2)cc1 (stereo not given)	?
COc1ccc(-c2cnc3c(c2)C(=O)N([C@H](C)CO)C[C@@H](C)[C@@H](CN(C)C(=O)NC2CCCC2)O3)cc1	-4%
CC(C)c1c(C(=O)N(C)C2CCN(C)CC2)cnn1-c1nccc(-c2ccco2)n1	10%
CCOC(=O)c1ccc(NC(=O)CN2CCCCC2)cc1	-6%
COc1cccc(-c2cnc3c(NC=O)cc(-c4cccc(C(=O)N(C)C)c4)cn23)c1	?
CCc1nnc(NC(=O)c2ccco2)s1	0%
CCOC(=O)[C@]12CCCC=C1N(Cc1cccc3ccccc13)C(=O)[C@H](CC(=O)N1CCN(C(=O)c3ccco3)CC1)C2	?
CCOC(=O)C1(C)CCCN(C(=O)c2ccc3snnc3c2)C1 (stereo not given)	-27%
C[C@@H]1CN([C@@H](C)CO)C(=O)CCCn2nncc2CO[C@@H]1CN(C)C(=O)Nc1ccnc(N2CCOCC2)c1	-7%
CCN(Cc1ccccc1)c1cc2c(c3c1ccn3C)C1CCC2C1 (stereo not given)	23µM*
Cc1cccc(C)c1-n1nnnc1C(c1ccccc1)N1CCN(C/C=C/c2ccccc2)CC1 (stereo not given)	21µM*
COc1cccc(OC)c1C(=O)N1CCN(Cc2ccccc2F)CC1	-4%
CCCCCN(C(=O)CCC(=O)OC(C)C(=O)Nc1ccccc1C)c1c(N)n(CCCC)c(=O)[nH]c1=O (stereo not given)	2%
O=C1NC[C@H](Cc2ccccc2)N(C[C@@H]2CCCN2C[C@H](Cc2ccc(O)cc2)N2C[C@H](Cc3ccc(O)cc3)N(CC3CCCCC3)C(=O)C2=O)C1=O	?
Cc1ccc(C)c(NC(=O)C2(C)CCN2C(C)C)c1 (stereo not given)	-14%
COc1ccncc1-c1ccc(C2=CC(=O)CC(C)(C)C2=O)cc1	?
CCN1C(=O)[C@@H]2[C@@H]3CN(S(=O)(=O)c4ccc(C)cc4)[C@@H](c4ccccc4)[C@@H]3C(=O)C[C@@H]2C1=O	-9%
O=C(NCCc1ccc2c(c1)OCO2)Oc1ccccc1	?
(continued)
SMILES	DT40 TDP1 CPT
Cc1ccc(S(=O)(=O)NC(=O)NC2=NC(C)(C)N(c3ccc(Cl)c(Cl)c3)C(N)=N2)cc1	0.92µM*
COc1ccc(S(=O)(=O)N2CCC(C(=O)NCCC(=O)NCc3cccnc3)CC2)cc1	-2%
COc1cccc(CNC(=O)[C@@H]2CCCN2C(=O)[C@H]2CCCCN2C(=O)c2c(F)cccc2F)c1	-27%
CC(C)(C)c1ccc(CC(=O)N2CCC2(C)C(=O)NS(=O)(=O)c2ccc(Cl)s2)cc1 (stereo not given)	8%
Cc1cc(C)cc(NC(=O)C2CC23CCN(Cc2ccc4ncccc4c2)CC3)c1 (stereo not given)	?
CC1(C(=O)Nc2cccc3c2CCCC3)CCN1C(=O)C1(c2ccccc2)CC1 (stereo not given)	16µM*
CCc1nc2c(OCc3ccc(OC(F)F)cc3)cccn2c1N(C)C(=O)c1ccco1	?
CCOC(=O)c1c(-c2cc(OC)c(OC)c(OC)c2)csc1N	23µM*
CC1=C(C(=O)N2CCOCC2)CC(CC(=O)NCc2cccc3ccccc23)C(=O)N1Cc1ccccc1 (stereo not given)	?
Cn1c(CCN2CCCC2)nc2cc(NC(=O)COc3ccc(Cl)cc3)ccc21	?
Cc1ccc([C@H]2N[C@]3(CCCN(CC4CCCCC4)C3=O)[C@H]3C(=O)N(Cc4ccccc4)C(=O)[C@@H]23)cc1	?
CCc1nc2ccc(C(=O)Nc3cccc(NS(C)(=O)=O)c3)cn2c1N(C)CCN1CCOCC1	4%
CSCCNC(=O)C1(C)CCN1C(=O)CCc1ccccc1 (stereo not given)	-13%
Cc1ccc(-c2ccc3c(c2)O[C@H](CN(C)Cc2cncnc2)[C@@H](C)CN([C@H](C)CO)S3(=O)=O)cc1	?
CCCCOCCCNC(=O)C[C@@H]1C[C@@]2(C(=O)OC)CCCCC=C2N(CCC2=CCCCC2)C1=O	?
COCCNC(=O)C1(C)CCCN(Cc2ccc(C)c3ccccc23)C1 (stereo not given)	21µM*
COc1ccc(OC)c(CN2CCN(C(=O)c3cccc(S(=O)(=O)N(C)c4ccccc4)c3)CC2)c1	18µM*
CCNC(=O)c1cc(NC(=O)COC)cc2nc(-c3ccncc3)n(C)c12	?
Cc1cc(C)nc(S[C@H]2C[C@@H](C(=O)N3CCN(c4ccccc4F)CC3)N(Cc3ccccc3C(F)(F)F)C2)n1	?
CCCc1c(C(=O)N/N=C/C2CC=CCC2)nnn1-c1nonc1N (stereo not given)	-8%
COc1ccc([C@H]2C[C@H](O)C[C@@H](CCn3cc(-c4ccccc4)nn3)O2)cc1	?
CCS(=O)(=O)N1Cc2cc(C(=O)N(C)C)nc(-c3cccc(-c4ccc(F)cc4)c3)c2[C@H]1CCO	-7%
Clc1ccc(-c2nc3ccc(Cl)cn3c2Cc2cccc(Cl)c2)cc1	?
C=CCSc1nnc(C2CCCN(Cc3ccccc3O)C2)n1C (stereo not given)	0%
CCc1nc2ccc(C(=O)NCCc3ccccn3)cn2c1N(C)Cc1ccc(N(C)C)cc1	?
Cc1ccc(S(=O)(=O)Nc2ccccc2O)cc1	2%
COc1ccc(OC)c(NC(=O)C2CCCN2S(=O)(=O)c2ccc3c(c2)CC(C)N3C(C)=O)c1 (stereo not given)	21µM*
CC(O)(c1ccccc1)c1nc(-c2ccc(S(C)(=O)=O)cc2)cs1 (stereo not given)	-21%
NC(=O)c1ccc(NC(=O)COC(=O)C23CC4CC(CC(C4)C2)C3)cc1	-2%
Cc1ccc(S(=O)(=O)N2[C@@H](Cc3ccccc3)CO[C@H]2CC(=O)c2cccc3ccccc23)cc1	?
COc1ccc(NC(=O)C[C@@H]2C(=O)N(Cc3ccccc3)CC2(C)C)cc1	-26%
COCCNc1ncnc2c1ncn2[C@H]1CN(Cc2ccc(OC)cc2)C[C@@H](CO)O1	1%
CN(CC(=O)Nc1ccc(Cl)c(C(F)(F)F)c1)C(=O)COc1cccc2cccnc12	?
CC(C)c1cc(Cn2c3ccccc3c(=O)n2C(C)Cn2cc(COc3ccccc3)nn2)on1 (stereo not given)	?
COC(=O)C1=CN(c2cccc(OCc3ccccc3)c2)C(N)=C(C#N)C1c1cccc(F)c1 (stereo not given)	13µM*
CC(=O)C1=CCC(c2ccc(Cl)c(Cl)c2)N(S(=O)(=O)c2ccc(C)cc2)C1 (stereo not given)	?
Cc1ccc(NC(=O)COC(=O)c2ccc3ncsc3c2)c(C)c1	12%
COc1cccc(C(O)c2nc(-c3ccc(Cl)cc3)cs2)c1 (stereo not given)	?

20 entries from above, ordered by molar mass, falling.
SMILES	DT40 TDP1 CPT
O=C1NC[C@H](Cc2ccccc2)N(C[C@@H]2CCCN2C[C@H](Cc2ccc(O)cc2)N2C[C@H](Cc3ccc(O)cc3)N(CC3CCCCC3)C(=O)C2=O)C1=O	?
COc1ccc(OC)c(CN2CCN(C(=O)c3cccc(S(=O)(=O)N(C)c4ccccc4)c3)CC2)c1	18µM*
Cc1ccc([C@H]2N[C@]3(CCCN(CC4CCCCC4)C3=O)[C@H]3C(=O)N(Cc4ccccc4)C(=O)[C@@H]23)cc1	?
CCN1C(=O)[C@@H]2[C@@H]3CN(S(=O)(=O)c4ccc(C)cc4)[C@@H](c4ccccc4)[C@@H]3C(=O)C[C@@H]2C1=O	-9%
CC(=O)Oc1ccc(Cn2c(C)c(C(=O)NCc3ccc4c(c3)OCCO4)sc2=O)cc1	?
Cc1ccc([C@H]2C[C@@H](O)[C@H](n3cc(-c4ccc(F)cc4)nn3)CN2Cc2cccs2)cc1	?
CCc1nc2c(OCc3ccc(OC(F)F)cc3)cccn2c1N(C)C(=O)c1ccco1	?
COc1ccccc1-c1noc2c1C(=O)N(Cc1cn(-c3ccc(Cl)cc3)nn1)CC2	?
CC(=O)C1=CCC(c2ccc(Cl)c(Cl)c2)N(S(=O)(=O)c2ccc(C)cc2)C1 (stereo not given)	?
CC(C)c1c(C(=O)N(C)C2CCN(C)CC2)cnn1-c1nccc(-c2ccco2)n1	10%
Cc1cc(C)cc(NC(=O)C2CC23CCN(Cc2ccc4ncccc4c2)CC3)c1 (stereo not given)	?
O=C(COC(=O)c1cc([N+](=O)[O-])ccc1N1CCOCC1)NCc1ccccc1	-6%
CC1(C(=O)NS(=O)(=O)c2cccc(F)c2)CCN1C(=O)CC1CCCC1 (stereo not given)	-4%
CCNC(=O)c1cc(NC(=O)COC)cc2nc(-c3ccncc3)n(C)c12	?
CC(C)(C)NC(=O)C(C1CC1)n1c(=O)c(-c2ccco2)nc2ccccc21 (stereo not given)	?
CCCc1c(C(=O)N/N=C/C2CC=CCC2)nnn1-c1nonc1N (stereo not given)	-8%
CCOC(=O)C1(C)CCCN(C(=O)c2ccc3snnc3c2)C1 (stereo not given)	-27%
COC(=O)C[C@@H]1CC[C@@H](NC(=O)c2ccccc2F)[C@@H](CO)O1	2%
Cc1ccc(S(=O)(=O)Nc2ccccc2O)cc1	2%
O=S1(=O)CCN(CCc2ccccc2)CC1	2%

Screening results as filed in PubChem.

These rows are one share of the data, so the mix of outcomes need not match the whole.
